Source: PubChem
APJ ag – agonists of human apelin receptor APJ, primary screen, CHO-K1 cells, PathHunter beta-arrestin, luminescence. AID 2520, 2010. P35414. activation, % at 20 µM. 0.11% of 330,000 active. 0% DMSO wells, 100% apelin;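 active = activation more than six SD over the plate average, tested at 20 µM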;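 also: 0% = DMSO alone and 100% = apelin-13 at 10 nM; some results filed as inactive read as strong as hits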
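system = engineered CHO-K1 APJ arrestin reporter cells | input = 1000 cells per well | timing = overnight seeding, 90 min compound at 25 °C, 1 h detection | measured by = enzyme-fragment complementation luminescence | read-out = beta-arrestin recruitment to APJ as agonist activity, luminescent signal | control set = negative DMSO alone, positive Apelin-13 at 10 nM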
GRIN3A LBD mod – binders of NR3A ligand-binding domain, primary screen, biophysical, differential scanning fluorimetry, uHTS; Glutamate receptor ionotropic, NMDA 3A (GRIN3A) ligand-binding domain; AID 1259313, 2017; 2.5% of 340,000 active; Tm shift relative to glycine control, % at 25 µM; NR3A LBD differential scanning fluorimetry, Tm shift; 0% = protein alone, 100% = glycine-bound protein;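 active = melting temperature shift of at least 10% of the positive control shift, at one fixed dose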
tim10-1 inh – growth inhibitors of tim10-1 mutant yeast, primary screen, luminescence, uHTS; S. cerevisiae tim10-1 ts strain growth, BacTiter-Glo, 24 h; inhibition, % at 20 µM; 2.2% of 330,000 active;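 active = inhibition of at least 40%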;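 also: mutant grown at 25 °C; 0% = DMSO wells with yeast and 100% = wells holding no yeast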
UPR XBP1 act – activators of adaptive XBP1 UPR arm, primary screen, cell-based, CHO-XBP1 luciferase reporter, luminescence, uHTS. 0.33% of 330,000 active. IRE1-XBP1 UPR activation; percent of tunicamycin response, DMSO as zero. activation, % at 20 µM;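 active = versus positive control, 20 µM dose yields 30% or more activation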;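 also: 100% = tunicamycin at 10 µg/mL and 0% = DMSO only wells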
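Material: CHO cell line with stable XBP1 luciferase reporter; buffer or medium: F12 medium containing 10% fetal bovine serum; compound: single point, 20 µM final compound, 1% DMSO; incubation: 6 h treatment, 37 °C; measured by: glow luminescence from Steady-Glo reagent; evaluation: activation, % of tunicamycin; control set: tunicamycin high, DMSO low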
Mdm2-MdmX inh – inhibitors of human Mdm2-MdmX association, primary screen, cell-based, luminescence, split luciferase, SaOS-2, uHTS; 3% of 330,000 active; AID 485346, 2010; inhibition, % at 8 µM; SaOS-2 split-luciferase Mdm2/MdmX complementation;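 active = inhibition of at least 50% at 8 µM in the primary screen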
Target sequence (O15151 whole entry, looked up): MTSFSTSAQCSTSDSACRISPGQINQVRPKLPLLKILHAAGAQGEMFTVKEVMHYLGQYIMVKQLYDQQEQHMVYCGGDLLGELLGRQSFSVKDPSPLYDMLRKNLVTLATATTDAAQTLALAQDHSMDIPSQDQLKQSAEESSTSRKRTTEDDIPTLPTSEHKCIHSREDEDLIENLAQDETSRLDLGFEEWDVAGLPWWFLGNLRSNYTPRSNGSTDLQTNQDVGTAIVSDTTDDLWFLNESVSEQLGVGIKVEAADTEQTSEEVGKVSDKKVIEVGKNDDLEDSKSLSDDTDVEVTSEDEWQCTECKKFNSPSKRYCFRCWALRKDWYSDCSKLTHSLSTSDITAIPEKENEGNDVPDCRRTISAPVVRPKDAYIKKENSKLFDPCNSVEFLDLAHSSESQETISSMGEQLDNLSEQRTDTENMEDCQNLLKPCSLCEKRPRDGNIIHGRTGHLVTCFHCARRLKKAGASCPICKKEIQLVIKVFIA
Target sequence (Q00987 whole entry, looked up): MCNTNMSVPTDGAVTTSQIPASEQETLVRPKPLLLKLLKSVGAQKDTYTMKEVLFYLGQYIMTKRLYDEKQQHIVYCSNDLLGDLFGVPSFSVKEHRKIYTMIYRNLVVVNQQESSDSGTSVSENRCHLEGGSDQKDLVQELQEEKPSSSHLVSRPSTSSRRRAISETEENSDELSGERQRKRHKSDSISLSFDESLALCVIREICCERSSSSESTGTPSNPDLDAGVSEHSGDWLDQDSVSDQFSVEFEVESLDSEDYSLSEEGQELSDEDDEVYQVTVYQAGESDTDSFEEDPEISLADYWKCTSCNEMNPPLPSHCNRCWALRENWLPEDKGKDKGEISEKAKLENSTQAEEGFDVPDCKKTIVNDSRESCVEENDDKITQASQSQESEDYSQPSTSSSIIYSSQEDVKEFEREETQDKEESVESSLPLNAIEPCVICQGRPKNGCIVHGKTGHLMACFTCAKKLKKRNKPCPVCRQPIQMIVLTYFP
NLRP3 yeast inh – NALP3 inflammasome inhibitors in reconstituted yeast, primary screen, luminescence, uHTS. 0.39% of 330,000 active. Yeast reconstituted NLRP3/ASC/caspase-1, beta-gal luminescence, 24 h. inhibition, % at 10 µM;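 active = inhibition of 50% or more; inactive = inhibition below 50%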;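 also: plate controls were induced DMSO wells for no effect and uninduced yeast grown without galactose for full effect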
CHOP UPR activ – activators of apoptotic CHOP UPR arm, primary screen, cell-based, CHO-CHOP luciferase reporter, luminescence, uHTS; AID 449763, 2010; activation, % at 10 µM; UPR activation; percent of tunicamycin response over DMSO baseline; 0.34% of 330,000 active;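 active = at 10 µM dose, activation of 40% or more, normalized to positive control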;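 also: 100% = tunicamycin at 10 µg/mL and 0% = DMSO alone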
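assay system = CHO CHOP reporter cells | amount = 500 CHO-CHOP cells per well | buffer or medium = F12 with 10% FBS | incubation = 16-18 h cell attachment, then 6 h compound exposure, 37 °C | detection = luminescence read with Steady-Glo | read-out = percent activation relative to tunicamycin control | controls = tunicamycin high control, DMSO low control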
tim23-1 inh – growth inhibitors of tim23-1 mutant yeast, primary screen, luminescence, uHTS; inhibition, % at 20 µM; 1.3% of 330,000 active; S. cerevisiae tim23-1 growth, BacTiter-Glo luminescence, 24 h; AID 463212, 2010;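 active = growth inhibition of the mutant yeast at or above 50%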;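 also: temperature-sensitive mutant grown at 25 °C; plate controls were DMSO-treated mutant yeast for no effect and medium wells lacking yeast for full effect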
TIM10 inh – growth inhibitors of isogenic TIM10 control yeast, primary screen, counter-screen for tim10-1 yeast inhibitor project, luminescence, uHTS; 1.4% of 330,000 active; S. cerevisiae TIM10 strain growth, BacTiter-Glo luminescence, 24 h; inhibition, % at 10 µM;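 active = inhibition of 40% or more at the single tested concentration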;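 also: wild-type TIM10 isogenic control strain grown at permissive 25 °C; 0% = DMSO yeast wells and 100% = minimal medium wells without yeast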
Starred values were filed as active, the others as inactive.

SMILES | APJ ag | GRIN3A LBD mod | tim10-1 inh | UPR XBP1 act | Mdm2-MdmX inh | NLRP3 yeast inh | CHOP UPR activ | tim23-1 inh | TIM10 inh
O=C(Nc1ccccc1)N1CCOCC1 | 1.9 | -0.1 | 9.0 | 2.3 | -33.9 | -4.3 | 0.0 | 11.6 | 7.4
NS(=O)(=O)c1ccc(NC(=O)c2cc(-c3cccs3)nc3ccccc23)cc1 | -1.7 | 1.3 | 8.5 | 5.2 | 87.0* | 5.6 | 2.6 | 0.1 | 1.1
Cc1ccc(NC(C)c2cc(Cl)ccc2O)cc1 (centres undefined) | -2.8 | -6.6 | 12.3 | -0.5 | 15.8 | 29.4 | 1.2 | 13.3 | 29.1
O=C(CSc1nnc(COc2ccc(Cl)cc2)o1)N1c2ccccc2CCc2ccccc21 | -2.9 | 1.1 | 15.5 | 5.8 | 33.3 | 9.9 | 9.4 | 18.3 | 15.9
O=C(O)c1ccc(N2C(=O)CSC2c2cccc([N+](=O)[O-])c2)cc1 (centres undefined) | -2.0 | -2.4 | -10.9 | 0.9 | 10.9 | 8.4 | 0.3 | 3.1 | 17.0
CCOC(=O)COc1ccc2c(c1)C(=O)CC(C)(C)O2 | 3.6 | 2.8 | 1.1 | 1.2 | -7.9 | -7.0 | 1.0 | 30.1 | 5.5
CCn1cc(Br)c(C(=O)Nc2ccc(F)c(Cl)c2)n1 | -0.4 | 15.2* | 28.0 | 2.7 | -16.7 | -3.2 | 5.7 | 53.5* | 26.9
O=C(CCc1nc(-c2ccccc2Cl)no1)NCC1CCCO1 (centres undefined) | -1.4 | 0.4 | -0.4 | -0.7 | -23.6 | 4.0 | 0.3 | 16.5 | -1.0
CCOc1ccc2ccccc2c1CNCCc1ccc(S(N)(=O)=O)cc1 | -2.5 | 2.0 | -9.1 | -4.7 | 2.1 | 8.8 | -0.9 | -8.6 | -6.8
CCc1ccc(CNC(=O)CN2C(=O)COc3ccccc32)cc1 | 3.0 | -2.5 | 3.6 | -2.0 | -1.2 | 13.9 | -0.6 | 5.9 | -19.7
S=C(NCCN1CCCCC1)Nc1ccc(Br)cc1 | -1.8 | 0.2 | 0.2 | 0.0 | 9.0 | 10.9 | 1.0 | 7.8 | 4.2
CCS(=O)(=O)N1CCC(C(=O)NCC2CCCO2)CC1 (centres undefined) | -5.4 | -1.5 | 14.1 | -2.6 | 26.7 | 21.1 | -2.6 | 5.2 | 12.8
C[C@H](CO)N1C[C@H](C)[C@@H](CN(C)S(=O)(=O)c2cccs2)Oc2c(NC(=O)NC3CCCCC3)cccc2C1=O | -2.4 | 0.1 | -9.6 | -2.0 | -30.6 | 8.5 | 0.6 | 3.9 | 1.7
CCOC(=O)C(NS(=O)(=O)c1ccc(C)cc1)(C(F)(F)F)P(=O)(OCC(C)C)OCC(C)C (centres undefined) | -0.1 | -6.5 | 24.9 | 1.2 | 25.1 | -10.7 | 2.8 | 20.4 | 18.6
O=C(NCCc1nc2ccccc2[nH]1)/C(=C/c1ccco1)NC(=O)c1ccc(Br)cc1 | -3.3 | -3.2 | 14.5 | -3.5 | -13.3 | 14.6 | -0.1 | 23.7 | 9.6

Profiles, looked up by structure:
`Cc1ccc(NC(C)c2cc(Cl)ccc2O)cc1` (centres undefined) is entered as APJ ag: -2.8; GRIN3A LBD mod: -6.6; tim10-1 inh: 12.3; UPR XBP1 act: -0.5; Mdm2-MdmX inh: 15.8; NLRP3 yeast inh: 29.4; CHOP UPR activ: 1.2; tim23-1 inh: 13.3; TIM10 inh: 29.1
`CCOC(=O)C(NS(=O)(=O)c1ccc(C)cc1)(C(F)(F)F)P(=O)(OCC(C)C)OCC(C)C` (centres undefined) is entered as APJ ag: -0.1; GRIN3A LBD mod: -6.5; tim10-1 inh: 24.9; UPR XBP1 act: 1.2; Mdm2-MdmX inh: 25.1; NLRP3 yeast inh: -10.7; CHOP UPR activ: 2.8; tim23-1 inh: 20.4; TIM10 inh: 18.6

Returning to the listing, repeating the 2 entries before the break.
SMILES | APJ ag | GRIN3A LBD mod | tim10-1 inh | UPR XBP1 act | Mdm2-MdmX inh | NLRP3 yeast inh | CHOP UPR activ | tim23-1 inh | TIM10 inh
CCOC(=O)C(NS(=O)(=O)c1ccc(C)cc1)(C(F)(F)F)P(=O)(OCC(C)C)OCC(C)C (centres undefined) | -0.1 | -6.5 | 24.9 | 1.2 | 25.1 | -10.7 | 2.8 | 20.4 | 18.6
O=C(NCCc1nc2ccccc2[nH]1)/C(=C/c1ccco1)NC(=O)c1ccc(Br)cc1 | -3.3 | -3.2 | 14.5 | -3.5 | -13.3 | 14.6 | -0.1 | 23.7 | 9.6
COc1ccc(S(=O)(=O)NNC(=O)c2ccc([N+](=O)[O-])cc2)cc1 | 2.5 | -1.4 | 2.6 | -1.8 | 5.4 | -12.2 | 2.3 | -9.8 | 12.9
Cc1ccc(C(=O)c2nocc2C(=O)c2cccs2)cc1 | -2.7 | 15.8* | 13.1 | 1.9 | 28.5 | 55.3* | 1.2 | 46.2 | 26.6
Cc1ccc(Nc2nc(N)c([N+](=O)[O-])c(N3CCCC(C)C3)n2)cc1C (centres undefined) | -0.7 | -0.8 | -31.7 | 3.5 | 7.8 | 13.4 | 1.1 | 20.5 | 17.9
O=C(NCCCN1CCOCC1)c1onc(CSc2ccncc2)c1C(=O)NCCCN1CCOCC1 | -4.1 | 0.9 | -3.2 | 0.9 | -17.5 | 20.5 | 0.8 | 1.8 | 2.1
N/C(=N\OC(=O)c1ccc([N+](=O)[O-])cc1)c1ccccn1 | 6.3 | -0.7 | 37.6 | -7.2 | -80.3 | 21.2 | -4.5 | 14.7 | 22.4
C=C(C)CNC(=S)NNC(=O)c1ccco1 | 0.4 | 5.7 | 12.2 | -3.2 | 13.6 | 6.9 | -1.9 | 2.9 | -12.5
COc1ccc(OCC(=O)N/N=C(\C)CC(=O)Nc2ccc(OC)cc2[N+](=O)[O-])cc1 | -3.6 | -2.1 | 9.5 | -3.3 | 27.3 | 9.7 | 2.1 | 0.3 | 5.8
S=C(NCc1ccc(Cl)cc1)NCc1ccccn1 | -1.3 | 0.2 | -29.8 | -5.2 | 27.4 | 6.7 | -0.3 | 4.8 | -51.7
CC(C)(C)c1ccc(-c2n[nH]c(=S)n2-c2ccccc2)cc1 | -3.9 | -1.7 | 31.4 | -2.2 | 1.3 | 27.9 | 1.4 | 38.3 | 33.7
NC(=O)C1CCN(C(=O)C2CCN(S(=O)(=O)c3ccccc3)CC2)CC1 | -2.2 | 1.1 | -8.8 | -4.1 | 10.5 | -2.1 | 0.7 | -15.6 | -5.4
COc1ccc(CN2CCN(Cc3ccccc3F)CC2)cc1OC | 6.3 | 0.0 | 1.4 | -2.4 | 9.5 | 8.8 | -0.3 | 6.2 | -1.4
COc1ccccc1-c1nnc(SCc2nc3ccccc3s2)n1C | -3.0 | 1.9 | 16.8 | -2.0 | -9.8 | 6.7 | 0.7 | 11.6 | 8.0
COc1ccccc1C/C(N)=N/O | -1.4 | 1.7 | 9.8 | -2.9 | -18.3 | 0.7 | -1.7 | -1.1 | 13.2
CC(=O)Nc1cccc(C(=O)NCCc2ccco2)c1 | -3.3 | 2.8 | -14.8 | -4.7 | -19.2 | 24.9 | 1.8 | 13.6 | 0.0
COc1cccc(S(=O)(=O)NCc2ccc(C(=O)N3CCN(C)CC3)cc2)c1 | -1.1 | 1.6 | -15.2 | -0.6 | -9.6 | 9.0 | -0.1 | 11.1 | 6.2
O=C1CSC(c2cccnc2)N1c1ccc(Cl)cc1 (centres undefined) | 0.6 | -1.5 | -33.0 | -0.3 | 17.1 | -1.7 | 5.0 | -27.1 | -27.2
Cc1nn(-c2cc(Cl)ccc2Cl)c(C)c1C(=O)O | -3.8 | -1.9 | 5.0 | -5.0 | -14.5 | 5.5 | -0.6 | -1.9 | 5.0
CSc1ncc(CN2CCN(C3CCCC3)C(CCO)C2)cn1 (centres undefined) | -5.0 | -0.4 | 6.2 | -1.2 | -15.1 | 2.6 | 1.1 | 7.0 | -3.8
CCOc1cc(C(=O)N(C)Cc2cc3ccccc3[nH]c2=O)cc(OCC)c1OCC | 3.7 | -1.0 | 9.5 | -2.7 | -1.5 | 10.6 | -1.7 | -0.1 | -10.3
OC1CSc2nc3ccccc3n2C1 (centres undefined) | -7.5 | 0.6 | -5.9 | 3.8 | 11.5 | 2.7 | 4.8 | -3.9 | 4.6
CCn1c(SCC(=O)NNC(=O)c2ccc(C)cc2)nnc1C(C)C | 0.2 | -1.9 | -8.4 | -2.2 | 12.1 | -0.9 | 0.6 | -3.2 | 3.5
O=C(O/N=C/c1ccc(Cl)cc1)C1CCCCC1 | -4.4 | -0.5 | 11.8 | -1.2 | 14.1 | -5.5 | 3.2 | 19.2 | 9.1
CCc1nnc(SCc2ccc(C(=O)OC)o2)n1N | -0.9 | -1.0 | 3.3 | -1.9 | 13.1 | 11.0 | -2.7 | 2.3 | -9.2
COc1ccc(S(=O)(=O)N2CCOCC2)cc1C(=O)N(C)Cc1ccccc1F | -2.4 | 0.2 | 6.3 | 0.4 | 15.8 | 11.7 | -0.9 | 1.9 | 5.9
CC(=O)Nc1ccc(S(=O)(=O)N(C)c2ccc(OCC(=O)OCC(=O)NCc3ccco3)cc2)cc1 | -3.2 | 0.8 | 10.7 | -0.7 | -13.4 | -0.8 | 4.0 | 0.8 | -17.1
CCOC(=O)Cc1nnc(Nc2cccc(C)c2)c2ccccc12 | -1.3 | -0.6 | 38.4 | -0.7 | 21.5 | 5.9 | 0.1 | 16.1 | 14.1
O=C(CSc1ncn[nH]1)c1cccc([N+](=O)[O-])c1 | -3.4 | 8.8 | 20.5 | -2.0 | 7.2 | 15.2 | -3.5 | 17.2 | 3.2
O=C(c1ccccc1Cl)N1CCN(c2ccccn2)CC1 | -6.7 | -0.4 | 15.3 | -0.6 | 20.7 | -3.3 | -2.3 | 17.3 | -2.7
O=S(=O)(Nc1ccccn1)c1ccc(C2CCCCC2)cc1 | -3.1 | -1.2 | 27.4 | -2.1 | 13.1 | 7.6 | 0.7 | 27.2 | 29.0
Cc1ccc(S(=O)(=O)N2CCN(S(=O)(=O)N3CCOCC3)CC2)cc1 | -3.3 | -14.2 | -5.3 | -1.0 | 11.3 | 3.4 | 2.2 | -8.9 | -9.1
Cc1ccc(S(=O)(=O)/N=C(/Nc2ccc([N+](=O)[O-])cc2)c2ccccc2)cc1 | -4.7 | -10.5 | 18.0 | 0.3 | 9.3 | 9.5 | -0.3 | 14.3 | 4.1
Cc1ccccc1OCc1nnc(SCC(=O)Nc2c(C)n(C)n(-c3ccccc3)c2=O)n1-c1ccccc1 | -3.1 | -2.4 | 7.6 | -4.5 | 4.5 | 24.1 | -3.4 | 14.3 | 13.5
CCN(CC)CCn1c(=S)[nH]c2cc(C(=O)N3CC(C)CC(C)C3)ccc2c1=O (centres undefined) | -1.2 | -2.0 | -1.3 | -0.5 | 15.6 | -0.5 | 0.6 | -7.2 | 6.0
